AHR act – activates the human aryl hydrocarbon receptor. AHR-responsive luciferase reporter cells, luminescence. activation, % at 5 µM. AID 2796. P35869. 2.5% of 320,000 active; in the data active means activation above about 47%;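 further: 0% = vehicle wells and 100% = reference agonist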
Target sequence (P35869 whole entry, looked up): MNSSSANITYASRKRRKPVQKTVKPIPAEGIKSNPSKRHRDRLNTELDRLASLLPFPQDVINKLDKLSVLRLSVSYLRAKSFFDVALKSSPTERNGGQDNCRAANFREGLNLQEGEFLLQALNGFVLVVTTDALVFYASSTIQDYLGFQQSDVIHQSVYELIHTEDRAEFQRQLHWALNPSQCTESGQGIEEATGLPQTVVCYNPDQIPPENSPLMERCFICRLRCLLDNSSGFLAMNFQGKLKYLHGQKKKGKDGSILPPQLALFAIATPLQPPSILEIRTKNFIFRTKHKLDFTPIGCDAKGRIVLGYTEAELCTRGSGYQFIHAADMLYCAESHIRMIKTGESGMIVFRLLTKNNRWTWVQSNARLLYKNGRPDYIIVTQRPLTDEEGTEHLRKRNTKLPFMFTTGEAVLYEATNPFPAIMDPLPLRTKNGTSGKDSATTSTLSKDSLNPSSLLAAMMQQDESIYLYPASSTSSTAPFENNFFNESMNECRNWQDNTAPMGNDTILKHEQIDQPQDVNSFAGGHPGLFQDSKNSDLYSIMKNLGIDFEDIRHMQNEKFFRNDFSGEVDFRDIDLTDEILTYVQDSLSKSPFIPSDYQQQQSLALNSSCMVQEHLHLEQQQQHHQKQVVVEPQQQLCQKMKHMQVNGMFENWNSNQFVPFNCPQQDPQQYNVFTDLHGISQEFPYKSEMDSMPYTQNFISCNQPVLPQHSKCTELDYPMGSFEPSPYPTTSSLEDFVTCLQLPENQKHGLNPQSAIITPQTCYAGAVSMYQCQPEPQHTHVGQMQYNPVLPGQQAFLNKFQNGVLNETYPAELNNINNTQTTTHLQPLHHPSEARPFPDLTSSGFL
CR mimetic SO – yeast age-related superoxide inhibition as caloric restriction mimetic | S. cerevisiae aged cells, superoxide DHE fluorescence; active compounds read low | superoxide response (% of plate mean), % at 10 µM | 0.18% of 330,000 active;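 active means superoxide response under a set limit, about three screen SD below normal, cut at about 65% in these data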;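 further: yeast aged for seven days with compound at 30 °C before DHE staining; 100% = average MFI of all compound-treated wells on the plate with controls excluded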
JMJD2C inh – human JMJD2C demethylase inhibition. Q9H3R0. 0.069% of 330,000 active. GST-JMJD2C(1-420) H3K9me3 demethylation, DELFIA europium. inhibition, % at 2.35 µM;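 active means more than half of a compound's replicate wells show inhibition beyond 50%, single wells judged on their own value; inconclusive means some, but no more than half, of replicates pass 50% inhibition; inactive means no replicate passes 50% inhibition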;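 further: signal counts dimethyl H3K9 product captured on neutravidin plate; 0% = median of DMSO wells and 100% = 0.3 times that DMSO median; strong numbers were not always called active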
procasp3 activ – activators of human procaspase-3; AID 463141; activation, % at 8.5 µM; recombinant procaspase-3 D3A, Ac-DEVD-pNA absorbance 405 nm; P42574; 0.11% of 330,000 active;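 active means activation above the mean of all tested compounds plus 3 SD, cut at about 21% in these data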;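 further: 0% = DMSO alone and 100% = DMSO wells spiked with extra 5 µM PC-3 D3A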
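Technique: 405 nm absorbance of p-nitroaniline, reads at 0 and 120 min; Test system: Procaspase-3 D3A mutant; Incubation: 1 h enzyme-compound preincubation, then 2 h substrate reaction, 25 °C; Repeats: singlicate, each compound tested once; Benchmarks: low control DMSO wells, high control DMSO plus 5 µM PC-3 D3A.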
LAP4-GFP MLPCN – yeast TOR pathway LAP4-GFP modulation | S. cerevisiae LAP4-GFP multiplex, flow cytometry GFP, 3 h; median GFP as percent of DMSO wells | GFP response vs DMSO, % at 10 µM | 0.34% of 320,000 active;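 active means GFP response vs DMSO above a set limit, about the screen mean plus 3 SD, cut at about 150% in these data; inconclusive means under 70 cell events counted for the yeast strain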
RPL19A-GFP yeast – yeast TOR pathway RPL19A-GFP modulation; S. cerevisiae RPL19A-GFP strain, flow cytometry, 3 h; active compounds read low; percent response vs DMSO, % at 10 µM; 0.3% of 330,000 active;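 active means percent response vs DMSO below 50%; inconclusive means fewer than 70 events counted for the yeast strain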;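 further: median channel GFP fluorescence of the barcoded RPL19A-GFP strain; ratio of sample median GFP to plate DMSO average so 100% = DMSO; lower means less RPL19A-GFP as with rapamycin TOR inhibition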
MEP2 TOR yeast – yeast TOR pathway MEP2-GFP modulation; GFP response vs DMSO, % at 10 µM; AID 2016; S. cerevisiae MEP2-GFP strain, flow cytometry GFP, 3 h; 100% = DMSO control level; 0.51% of 330,000 active;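 active means GFP response versus DMSO above a set limit, roughly screen mean plus 3 SD, cut at about 180% in these data; inconclusive means fewer than 70 cells counted for a yeast strain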;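 further: median GFP fluorescence of the barcode-gated MEP2-GFP cells per well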
procasp7 counter – counter-screen: procaspase-7 (human) activation | recombinant procaspase-7, Ac-DEVD-pNA absorbance 405 nm; D23A/D198A/D206A triple mutant, cannot self-cleave; scale: DMSO 0, 5 µM enzyme 100 | activation, % at 8.5 µM | 0.093% of 330,000 active;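 active means percent activation above the screen-wide mean plus 3 SD, cut at about 25% in these data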
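System: Procaspase-7 triple mutant (PC-7 D3A); measure: % activation from two-timepoint absorbance difference, scaled to controls; times: 1 h compound preincubation, 2 h substrate cleavage, 25 °C; also added: Ac-DEVD-pNA substrate, 400 µM as added; measured by: Epi-absorbance of released pNA at 405 nm, two timepoints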
Numbers without * were called inactive; ? = inconclusive; · = no result given; [ ] = dose if it differs, or a comment. This is a random part of the collection; any-hit rate near 3.8%.

structure,AHR act,CR mimetic SO,JMJD2C inh,procasp3 activ,LAP4-GFP MLPCN,RPL19A-GFP yeast,MEP2 TOR yeast,procasp7 counter
Cc1nc(C(C)NC(=O)CCc2nnc(Cc3c[nH]c4ccccc34)o2)cs1 (stereo not given),3,94,1,6,110,95,93,-2
CCn1c(SCC(=O)N2CCCC2)nc2c(c1=O)SC(C)C2 (stereo not given),-1,88,16,0,99,89,91,2
COC(=O)[C@H]1C2CCC(C(=O)OC)(CC2)[C@H]1C(=O)OC,-4,96,-3,9,90,93,96,5
COc1ccc(NS(=O)(=O)c2cccc(C(=O)NCCCN3CCCC3=O)c2)cc1,2,100,-6,-6,89,89,99,8
CC(C)N1C(=O)S/C(=C\c2ccc(-c3ccc(Cl)c(C(=O)O)c3)o2)C1=O,5,105,6,-9,91,107,106,-11
Cc1cc(OCc2cc(C(=O)NC(C)c3c(C)nn(C)c3C)no2)cc(C)c1Cl (stereo not given),3,102,3,-4,128,105,111,2
CCCCNC(=O)COC(=O)c1ccc(Cl)c(S(N)(=O)=O)c1,-1,108,3,-1,100,99,103,5
Cc1ccc(-c2cc(C(=O)Nc3c(C)n(C)n(-c4ccccc4)c3=O)c3ccccc3n2)cc1,-2,113,-3,7,96,93,100,7
O/N=C/Cc1[nH]c2ccccc2c1-c1ccccc1,19,94,-2,2,102,98,103,0
CC(=O)c1c(C)[nH]c(C(=O)NC2=NCCS2)c1C,75*,104,2,1,104,97,100,-9
Cc1noc(C)c1COc1ccccc1C(=O)NC(C)c1ccc(Cl)cc1 (stereo not given),-2,89,2,6,99,99,96,-1
O=C(c1cc2c(ccc3ccccc32)oc1=O)N1CCN(CCO)CC1,4,109,-9,-18,102,99,100,-16

With a hit mark in AHR act (from the list above):
compound	AHR act	JMJD2C inh	procasp3 activ	LAP4-GFP MLPCN	RPL19A-GFP yeast	MEP2 TOR yeast
CC(=O)c1c(C)[nH]c(C(=O)NC2=NCCS2)c1C	75*	2	1	104	97	100

Next section:
structure,AHR act,CR mimetic SO,JMJD2C inh,procasp3 activ,LAP4-GFP MLPCN,RPL19A-GFP yeast,MEP2 TOR yeast,procasp7 counter
O=S(=O)(NCC(c1cccnc1)N1CCN(c2ccc(F)cc2)CC1)c1cccs1 (stereo not given),0,86,7,3,103,102,95,2
COc1ccccc1-c1c(C)nn2c(N)c(-c3ccccc3)cnc12,·,100,-5,·,95,104,106,·
O=c1[nH]ncc2c3ccccc3n(Cc3ccccc3)c12,4,103,4,1,108,105,118,10
N#Cc1ccc(-c2csc(NNC(=O)c3ccccc3)n2)cc1,42,104,6,2,96,97,98,7
Cn1c(=O)c(=O)n(C)c2cc(S(=O)(=O)N3CCCCC3)ccc21,0,98,-11,6,99,102,96,17
O=C(COC(=O)c1cccc(S(=O)(=O)N2CCc3ccccc32)c1)NCc1ccco1,1,93,5,-1,96,98,102,6
CC(C)(C)c1ccc(C(CC(=O)O)NC(=O)Cc2ccc(F)cc2)cc1 (stereo not given),-1,120,-5,-7,93,95,97,10
O=C(CCNS(=O)(=O)c1ccccc1C(F)(F)F)NCC(c1ccco1)N1CCCCC1 (stereo not given),-1,89,3,-6,100,96,97,0
CCOc1ccc(OCCCC(=O)NC2=NCCS2)cc1,2,97,1,0,98,100,105,-5
O=C(COc1ccc([N+](=O)[O-])cc1)Nc1nnc(-c2cccnc2)s1,5,97,0,-2,114,102,108,-1
Cc1cc(N)ccc1-n1c(C)ccc1C,110*,93,0,0,86,97,94,-10
CCCNC(=O)c1onc(CSc2ccc(Cl)cc2)c1C(=O)NCCOC,-1,104,13,-7,122,97,97,5

Record cards (already shown).
O=c1[nH]ncc2c3ccccc3n(Cc3ccccc3)c12 across the screens: AHR act: 4; CR mimetic SO: 103; JMJD2C inh: 4; procasp3 activ: 1; LAP4-GFP MLPCN: 108; RPL19A-GFP yeast: 105; MEP2 TOR yeast: 118; procasp7 counter: 10
O=C(COC(=O)c1cccc(S(=O)(=O)N2CCc3ccccc32)c1)NCc1ccco1 across the screens: AHR act: 1; CR mimetic SO: 93; JMJD2C inh: 5; procasp3 activ: -1; LAP4-GFP MLPCN: 96; RPL19A-GFP yeast: 98; MEP2 TOR yeast: 102; procasp7 counter: 6
O=S(=O)(NCC(c1cccnc1)N1CCN(c2ccc(F)cc2)CC1)c1cccs1 (stereo not given) across the screens: AHR act: 0; CR mimetic SO: 86; JMJD2C inh: 7; procasp3 activ: 3; LAP4-GFP MLPCN: 103; RPL19A-GFP yeast: 102; MEP2 TOR yeast: 95; procasp7 counter: 2

Looked up by structure from the entries so far:
structure,AHR act,CR mimetic SO,JMJD2C inh,procasp3 activ,LAP4-GFP MLPCN,RPL19A-GFP yeast,MEP2 TOR yeast,procasp7 counter
CCOc1ccc(OCCCC(=O)NC2=NCCS2)cc1,2,97,1,0,98,100,105,-5
CCCNC(=O)c1onc(CSc2ccc(Cl)cc2)c1C(=O)NCCOC,-1,104,13,-7,122,97,97,5
CC(C)(C)c1ccc(C(CC(=O)O)NC(=O)Cc2ccc(F)cc2)cc1 (stereo not given),-1,120,-5,-7,93,95,97,10

More records follow:
structure,AHR act,CR mimetic SO,JMJD2C inh,procasp3 activ,LAP4-GFP MLPCN,RPL19A-GFP yeast,MEP2 TOR yeast,procasp7 counter
Cn1c(-c2ccc(C(C)(C)C)cc2)n[nH]c1=S,5,89,1,-9,100,92,94,-24
CC(=O)NCCCC(=O)NC(CCC(=O)OCc1ccccc1)C(=O)OCc1ccccc1 (stereo not given),2,90,-7,2,100,109,95,0
COC(=O)c1ccc(-c2nc(O)c(C)s2)cc1,-1,89,1,-18,96,107,96,-11
COc1ccc(S(=O)(=O)N2CCCCC2)cc1NC(=O)C1CC1C (stereo not given),-1,115,·,-8,?,85[may fluoresce violet],83[may fluoresce violet],1
O=C1c2ccccc2C(=O)N1CC1c2ccccc2CCN1S(=O)(=O)c1cnc[nH]1 (stereo not given),12,99,-3,6,100,103,115,9
